Screens deposited in PubChem BioAssay by several laboratories.
Mcl1-Bid inh = Mcl-1/Bid interaction inhibition; Q07820; TR-FRET Mcl-1/Bid-Dy647 peptide binding, 1536-well; inhibition, % at 21.7 µM; 220,000 tested, 0.97% active;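 active = compounds that cut the binding signal by more than half at the single screening dose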;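 note: His-tagged Mcl-1 with europium anti-His antibody binding Bid BH3 peptide; 0% = Mcl-1 plus peptide wells and 100% = peptide-only wells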
Target sequence (Q07820 whole entry, looked up): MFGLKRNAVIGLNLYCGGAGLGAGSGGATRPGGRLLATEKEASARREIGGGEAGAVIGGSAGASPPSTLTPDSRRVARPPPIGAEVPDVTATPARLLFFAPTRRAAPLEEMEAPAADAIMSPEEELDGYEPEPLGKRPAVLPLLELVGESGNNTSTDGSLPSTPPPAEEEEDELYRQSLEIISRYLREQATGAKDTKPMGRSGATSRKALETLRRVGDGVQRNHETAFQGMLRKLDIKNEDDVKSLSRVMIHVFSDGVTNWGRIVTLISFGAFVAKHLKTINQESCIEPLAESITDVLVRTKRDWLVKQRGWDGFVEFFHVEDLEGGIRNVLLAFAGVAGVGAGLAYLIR
Bfl-1 Bim block = disrupts Bim binding to human Bfl-1; 190,000 tested, 0.12% active; Q16548; Bead-based flow cytometry, Bim-Bfl-1 binding inhibition; AID 1008; inhibition, % at 10 µM;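 note: 0% = wells without compound plus tracer and 100% = blocker peptide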
Bcl-XL Bim block = disrupts Bim peptide binding to human Bcl-XL | Q07817 | bead flow cytometry, fluorescence | inhibition, % at 10 µM | 190,000 tested, 0.04% active
Target sequence (Q07817 whole entry, looked up): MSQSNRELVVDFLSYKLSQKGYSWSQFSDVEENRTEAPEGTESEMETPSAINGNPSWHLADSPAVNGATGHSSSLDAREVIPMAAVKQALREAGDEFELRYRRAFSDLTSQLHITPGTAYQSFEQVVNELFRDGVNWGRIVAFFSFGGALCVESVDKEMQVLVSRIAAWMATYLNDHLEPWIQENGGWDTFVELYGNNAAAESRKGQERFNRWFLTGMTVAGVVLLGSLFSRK
RGS4-Gao reg = human RGS4-Galphao interaction regulation. AID 1415. 220,000 tested, 0.33% active. Multiplexed bead flow cytometry, RGS4-Galphao binding; actives lie on both sides. binding response (% of control), % at 10 µM. P09471; in the data active = binding response below about 49% or above about 150%; inactive = in between;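 note: fluorescent Galphao activated with aluminum fluoride binding bead-coupled RGS4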
Bcl-W Bim block = human Bim-Bcl-W interaction inhibition; inhibition, % at 10 µM; bead-based flow cytometry, Bim peptide-Bcl-W binding; Q92843; AID 952; 190,000 tested, 0.02% active;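 note: 0% = bound tracer without compound and 100% = peptide blocker; higher means less fluorescent Bim peptide bound to Bcl-W beads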
Target sequence (Q92843 whole entry, looked up): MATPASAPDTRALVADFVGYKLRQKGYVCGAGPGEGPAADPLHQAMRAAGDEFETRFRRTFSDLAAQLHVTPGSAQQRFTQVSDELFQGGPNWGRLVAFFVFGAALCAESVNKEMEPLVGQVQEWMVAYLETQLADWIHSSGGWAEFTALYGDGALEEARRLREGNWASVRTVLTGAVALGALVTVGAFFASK
RGS7-Gao = human RGS7-Galphao interaction regulation; 220,000 tested, 0.35% active; Multiplexed bead flow cytometry, RGS7-Galphao binding; actives lie on both sides; binding response (% of control), % at 10 µM; P09471; in the data active = binding response below about 49% or above about 150%; inconclusive = no clear call, values can overlap the other calls; inactive = in between;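 note: fluorescent Galphao held in activated GDP-AlF4 state binding bead-coupled RGS7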
Bim-Bcl-B = human Bim-Bcl-B interaction inhibition | Q9HD36 | inhibition, % at 10 µM | bead-based flow cytometry, Bim peptide-Bcl-B binding | 190,000 tested, 0.073% active | AID 951;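 note: 0% = tracer peptide without compound and 100% = reference inhibitor peptide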
Target sequence (Q9HD36 whole entry, looked up): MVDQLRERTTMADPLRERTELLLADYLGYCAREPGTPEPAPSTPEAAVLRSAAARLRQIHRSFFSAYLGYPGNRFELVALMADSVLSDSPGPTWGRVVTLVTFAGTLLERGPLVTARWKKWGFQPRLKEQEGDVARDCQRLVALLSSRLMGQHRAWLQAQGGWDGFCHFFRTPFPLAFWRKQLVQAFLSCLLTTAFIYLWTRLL
Bim-Mcl-1 = disrupts Bim peptide binding to human Mcl-1; Bead-based flow cytometry, Bim peptide-Mcl-1 binding; inhibition, % at 10 µM; 190,000 tested, 0.1% active; AID 1009;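 note: 0% = no compound tracer wells and 100% = peptide blocker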
RGS8-Gao reg = regulators of human RGS8-Galphao interaction; multiplexed bead flow cytometry, RGS8-Galphao binding; actives lie on both sides; response (percent of control binding), % at 10 µM; 220,000 tested, 0.34% active; in the data active = response below about 60% or above about 140%; inactive = in between;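 note: Galphao activated as the GDP aluminium fluoride complex binding bead-coupled RGS8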
GSH fluor = GSH bead compound fluorescence profile. 190,000 tested, 0.25% active. fluorescence (KMESF) at 10 µM. GSH beads flow cytometry, compound fluorescence 488/530 nm; active compounds read high. AID 1776; in the data active = fluorescence above about 89;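 note: glutathione beads carrying GST-tagged Bcl family fusion proteins plus one bare bead set; values are compound well signal with DMSO vehicle wells as background; inactives centre near 16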
Bim-Bcl-2 = disrupts Bim peptide binding to human Bcl-2; Bead-based flow cytometry, Bim peptide-Bcl-2 binding; inhibition, % at 10 µM; 190,000 tested, 0.06% active; AID 950; in the data active = inhibition above about 40%; inconclusive = no clear call, values can overlap the other calls;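 note: 0% = no compound wells with probe peptide and 100% = reference peptide inhibitor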
The depositor's hits bear a star; ? = inconclusive. Cut-off read from the data, not from the text of the source, unless noted: active = inhibition above about 40%.

SMILES | Mcl1-Bid inh | Bfl-1 Bim block | Bcl-XL Bim block | RGS4-Gao reg | Bcl-W Bim block | RGS7-Gao | Bim-Bcl-B | Bim-Mcl-1 | RGS8-Gao reg | GSH fluor | Bim-Bcl-2
COc1ccc(C)cc1NC(=O)C1CCC(CNc2c(N3CCOCC3)c(=O)c2=O)CC1 (configuration not stated) | -20 | -8 | -5 | 101 | 0 | 101 | -5 | -2 | 101 | 27 | -6
Cc1cc2c(s1)c1cnn(Cc3ccccc3F)c(=O)c1n2C | -15 | -2 | -3 | 101 | -3 | 101 | 0 | 0 | 99 | 13 | -1
Cc1ccc(S(=O)(=O)CC(=O)NC2CC2)cc1 | -4 | -6 | -6 | 102 | -5 | 103 | -6 | -2 | 105 | 44 | -4
Cc1cc(N/N=C/c2ccccc2)nc(NCc2ccccc2)n1 | 5 | -6 | -2 | 106 | -2 | 103 | -3 | 0 | 103 | 11 | -4
COc1cccc(-c2nc(-c3ccccc3)[nH]c(=O)c2C#N)c1 | 19 | -3 | -5 | 95 | -3 | 101 | -3 | -2 | 98 | 11 | 0
CC(=O)c1nn(-c2ccccc2)cc1C(=O)c1ccc(Br)cc1 | -2 | 0 | -5 | 101 | -3 | 104 | -6 | -1 | 102 | 22 | 2
CN1/C(=C/C(=S)NC(=O)C2CCC2)C(C)(C)c2ccccc21 | -30 | -3 | -2 | 98 | 0 | 101 | -12 | 0 | 101 | 15 | -2
COC(=O)C1=C(C)N(c2ccc(Br)cc2)C(=O)/C1=C\c1ccco1 | -9 | 18 | 22 | 100 | 17 | 100 | 12 | 19 | 101 | 8 | 14
COc1ccc(-c2cn[nH]c2N)c(OC)c1 | -27 | -3 | -5 | 95 | 0 | 91 | -4 | -2 | 99 | 26 | -7
CC1(C)OC(c2ccccc2)=C/C(=C/C=Nc2ccccc2)O1 | 4 | 6 | -3 | 92 | 2 | 93 | -2 | 2 | 95 | 17 | 13
N#CCSc1nnc(COc2ccc3ccccc3c2)o1 | -26 | -8 | -6 | 101 | 4 | 100 | -6 | -3 | 98 | 22 | -6
COCC(=O)NNS(=O)(=O)c1ccccc1[N+](=O)[O-] | -15 | 0 | -1 | 98 | -3 | 112 | -3 | 0 | 123 | 5 | 1
CCN(C(=O)c1sc(N)c(C#N)c1C)C1CCCCC1 | -26 | -2 | -3 | 99 | -3 | 98 | -2 | -1 | 98 | 8 | -4
Cc1cnc(C(=O)OCC(=O)NCCc2ccccc2)cn1 | -2 | -3 | -1 | 96 | -3 | 97 | -1 | 0 | 98 | 16 | -3
O=C(CNC(=O)c1ccccc1)NCCO | -10 | 2 | 0 | 100 | 2 | 100 | 4 | 3 | 93 | 13 | 2
Cn1c(=O)[nH]c(=O)c2c1nc(NCc1ccccc1)n2CC(O)c1ccccc1 (configuration not stated) | -46 | -8 | 0 | 102 | 0 | 100 | -8 | -1 | 99 | 41 | -9
COC(=O)CNC(=O)COC(=O)C(Cc1ccccc1)NC(=O)c1ccco1 (configuration not stated) | -16 | -13 | -6 | 100 | -1 | 100 | -7 | 0 | 101 | 23 | -9
CCOc1ccc(NC(=S)Nc2cc(C)[nH]n2)cc1 | -47 | -4 | -6 | 101 | -5 | 100 | -7 | -1 | 101 | 11 | -3
CC1=C(C(N)=O)C(c2cccs2)n2nc(-c3cccc(Cl)c3)nc2N1 (configuration not stated) | 7 | -6 | -1 | 99 | 2 | 101 | -4 | 0 | 101 | 25 | -7
CN(C(=O)c1ccncc1)c1nnc(-c2ccccn2)s1 | -6 | 0 | -1 | 102 | 0 | 98 | 1 | 0 | 104 | 23 | 0
CCNc1nc(NOC)nc(OCC#N)n1 | 2 | -10 | -7 | 101 | -3 | 103 | -7 | -2 | 100 | 10 | -4
CCOC(=O)C1C(=O)OC2(CCCC2)C1C(=O)OCC (configuration not stated) | -5 | -3 | -2 | 98 | -3 | 97 | 1 | -3 | 99 | 29 | -2
CC(C)c1nc(NCCN2CCOCC2)c(C#N)c2c1COC(C)(C)C2 | -8 | -3 | -4 | 103 | -2 | 105 | -4 | 6 | 104 | 13 | -4
CCOC(=O)NC(=O)CSc1nc2ccc(OCC)cc2[nH]1 | -7 | 0 | -1 | 101 | -3 | 99 | -2 | 0 | 100 | 15 | -1
Cc1[nH]c2ccc(F)cc2c1CCN(Cc1cccnc1)C(=S)Nc1ccccc1 | -51 | -6 | 0 | 102 | 2 | 107 | -6 | 0 | 105 | 10 | -6
COc1cccc(CC(NC(C)=O)C(=O)NC2CCN(S(=O)(=O)c3cccc4ccccc34)CC2)c1 (configuration not stated) | -14 | -2 | -4 | 98 | 0 | 105 | -2 | 0 | 111 | 14 | 0
O=C(Cc1ccc(Br)cc1)OCC(=O)N1CCc2ccccc2C1 | -3 | -6 | -7 | 99 | -4 | 99 | -9 | -5 | 103 | 11 | -7
O=C(CSc1ccccn1)Nc1ccc(F)c([N+](=O)[O-])c1 | -24 | 0 | -3 | 103 | -1 | 102 | 6 | 33 | 100 | 10 | 0
CCOC(=O)c1ccccc1-c1csc(NS(=O)(=O)c2ccc(Cl)cc2)n1 | -10 | -3 | -6 | 100 | -4 | 98 | -6 | -2 | 101 | 12 | -2
CCC(NC(=S)Nc1ccccc1)C(=O)O (configuration not stated) | -23 | -13 | -9 | 99 | -2 | 101 | -4 | -2 | 98 | 15 | -5
O=C(Nc1ccc(Cl)cn1)c1ccccc1F | -10 | -18 | -11 | 106 | -2 | 107 | -9 | -5 | 106 | 27 | -13
CCN(CC)C(=O)Cn1c(=O)n(-c2ccccc2)c(=O)c2sccc21 | -15 | -2 | -4 | 102 | 0 | 103 | -4 | -4 | 103 | 11 | -2
O=C(O)CCCCn1c(SCc2ccccc2Cl)nc2ccsc2c1=O | 8 | -6 | 0 | 96 | -2 | 96 | -4 | -1 | 97 | 12 | -2
COc1ccc(C(CCNCc2ccc(F)cc2)c2ccc(F)cc2)cc1 (configuration not stated) | -10 | -4 | -16 | 103 | -9 | 105 | -12 | -23 | 108 | 17 | -4
COC(=O)c1sc(NC(=O)/C=C/c2ccc(C)cc2)nc1C | -11 | -1 | -5 | 97 | -4 | 96 | -4 | -2 | 99 | 13 | -5
c1ccc(C2NCCc3ccccc32)cc1 (configuration not stated) | 8 | -3 | 0 | 104 | 3 | 102 | -2 | 3 | 103 | 14 | 1

Sorted by formula weight (ascending): three of the compounds above
SMILES | Mcl1-Bid inh | Bfl-1 Bim block | Bcl-XL Bim block | RGS4-Gao reg | Bcl-W Bim block | RGS7-Gao | Bim-Bcl-B | Bim-Mcl-1 | RGS8-Gao reg | GSH fluor | Bim-Bcl-2
c1ccc(C2NCCc3ccccc32)cc1 (configuration not stated) | 8 | -3 | 0 | 104 | 3 | 102 | -2 | 3 | 103 | 14 | 1
O=C(Nc1ccc(Cl)cn1)c1ccccc1F | -10 | -18 | -11 | 106 | -2 | 107 | -9 | -5 | 106 | 27 | -13
COc1ccc(C(CCNCc2ccc(F)cc2)c2ccc(F)cc2)cc1 (configuration not stated) | -10 | -4 | -16 | 103 | -9 | 105 | -12 | -23 | 108 | 17 | -4

Additional results.
SMILES | Mcl1-Bid inh | Bfl-1 Bim block | Bcl-XL Bim block | RGS4-Gao reg | Bcl-W Bim block | RGS7-Gao | Bim-Bcl-B | Bim-Mcl-1 | RGS8-Gao reg | GSH fluor | Bim-Bcl-2
O=C(c1ccc(Br)cc1)N(Cc1nc2ccccc2c(=O)[nH]1)C1CCCC1 | -14 | -3 | 3 | 101 | 3 | 102 | 1 | 1 | 102 | 23 | 1
CCCN=C1N/C(=C\c2ccco2)C(=O)N1c1ccccc1 | -44 | -1 | 1 | 98 | 0 | 99 | -3 | -1 | 102 | 17 | 0
Cc1ccc(CSc2nnc(-c3cccnc3)n2N)cc1 | -20 | -2 | -3 | 101 | -1 | 98 | -1 | -1 | 100 | 12 | -7
O=C(CCNC(=O)Cn1cnc2ccccc2c1=O)NCC1COc2ccccc2O1 (configuration not stated) | -5 | 0 | 0 | 103 | 0 | 102 | -1 | 2 | 102 | 21 | -1
CC(=O)n1cc(Nc2ccccc2C(=O)O)c2ccccc21 | -28 | -2 | -2 | 100 | -3 | 103 | 0 | -2 | 100 | 14 | 1
Cc1ccc(NC(=S)NC(=O)c2ccc(-c3ccc(Cl)cc3)o2)c(O)c1 | -66 | -13 | -10 | 98 | -5 | 100 | -10 | -3 | 100 | 19 | -6
O=C(O)CC/C(=N\NC(=O)c1ccc(F)cc1)c1ccc(Br)cc1 | -22 | -4 | -2 | 107 | -1 | 106 | -1 | 0 | 100 | 23 | -3
O=C(NCc1ccco1)C1CCN(c2ccc(S(=O)(=O)N3CCOCC3)cc2[N+](=O)[O-])CC1 | -31 | -3 | -1 | 100 | 0 | ? | -1 | 0 | 99 | 14 | 0
O=C(NCCN1CCOCC1)c1cc2n(n1)C(C(F)(F)F)CC(c1ccc(F)cc1)N2 (configuration not stated) | -38 | -1 | 3 | 101 | 3 | 102 | 1 | 0 | 104 | 20 | 0
Cc1cc(C)nc(Sc2ccc(C=O)cc2[N+](=O)[O-])n1 | -9 | -3 | -4 | 106 | 1 | 106 | -4 | 2 | 106 | 12 | -2
O=C(O)C1CCCCC1C(=O)N1CC=C(c2ccccc2)CC1 (configuration not stated) | -14 | -19 | -11 | 101 | -3 | 106 | -9 | -5 | 102 | 19 | -10
S=C(Nc1ccc(Cl)c(Cl)c1)NC1CCCCC1 | -65 | 0 | -5 | 100 | -3 | 101 | -4 | -4 | 102 | 16 | -2

Compounds shown so far containing fluorine (seven):
SMILES | Mcl1-Bid inh | Bfl-1 Bim block | Bcl-XL Bim block | RGS4-Gao reg | Bcl-W Bim block | RGS7-Gao | Bim-Bcl-B | Bim-Mcl-1 | RGS8-Gao reg | GSH fluor | Bim-Bcl-2
Cc1cc2c(s1)c1cnn(Cc3ccccc3F)c(=O)c1n2C | -15 | -2 | -3 | 101 | -3 | 101 | 0 | 0 | 99 | 13 | -1
Cc1[nH]c2ccc(F)cc2c1CCN(Cc1cccnc1)C(=S)Nc1ccccc1 | -51 | -6 | 0 | 102 | 2 | 107 | -6 | 0 | 105 | 10 | -6
O=C(CSc1ccccn1)Nc1ccc(F)c([N+](=O)[O-])c1 | -24 | 0 | -3 | 103 | -1 | 102 | 6 | 33 | 100 | 10 | 0
O=C(Nc1ccc(Cl)cn1)c1ccccc1F | -10 | -18 | -11 | 106 | -2 | 107 | -9 | -5 | 106 | 27 | -13
COc1ccc(C(CCNCc2ccc(F)cc2)c2ccc(F)cc2)cc1 (configuration not stated) | -10 | -4 | -16 | 103 | -9 | 105 | -12 | -23 | 108 | 17 | -4
O=C(O)CC/C(=N\NC(=O)c1ccc(F)cc1)c1ccc(Br)cc1 | -22 | -4 | -2 | 107 | -1 | 106 | -1 | 0 | 100 | 23 | -3
O=C(NCCN1CCOCC1)c1cc2n(n1)C(C(F)(F)F)CC(c1ccc(F)cc1)N2 (configuration not stated) | -38 | -1 | 3 | 101 | 3 | 102 | 1 | 0 | 104 | 20 | 0
